Assay outcomes (PubChem BioAssay)
Eya2 phos inh: qHTS Assay for Inhibitors of the Phosphatase Activity of Eya2 | Protein phosphatase EYA2 (Homo sapiens), O00167 | recombinant Eya2, OMFP fluorescence dephosphorylation (OMFP is methylfluorescein phosphate) | Potency, µM (series often up to 76.9 µM), for inactives: at the highest dose activity, negative = inhibition, actives largely listed as inhibitors | actives 0.006% (n = 330,000) | AID 488837, 2010; also: potency is read from the fitted curve at half-maximal effect; % is scaled to controls: 0 for no effect and ±100 for the full control effect
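Eya2 (0.2 uM) preincubated 10 min at ambient with compound, then OMFP substrate added at 50 uM; 10 min reaction in 50 mM HEPES pH 7.5, 50 mM NaCl, 5 uM MgCl2, 0.05% BSA, 1 mM DTT. Fluorescence read at Ex 485/Em 525 nm.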
hERG WT inh: qHTS for Inhibitors of KCHN2 3.1: Wildtype qHTS; activity change, % at 1.84 µM; actives 0.37% (n = 340,000); U2OS, BacMam KCNH2, thallium flux FluxOr; hits give low values; AID 720551, 2013; Voltage-gated inwardly rectifying potassium channel KCNH2 (Homo sapiens), Q12809;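 active = maximum activity change below -70%; inconclusive = maximum activity change between -70% and -50%; inactive = maximum activity change above -50%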; also: % is scaled to controls: 0 for no effect and ±100 for the full control effect
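U2OS cells transduced with wild-type KCNH2 virus are loaded with FluxOr dye for 45 min, and thallium flux is measured in kinetic reads before and after stimulation buffer. Rate constants are normalized to DMSO controls.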
USP2a block: qHTS Assay for Inhibitors of Ubiquitin-specific Protease USP2a Using CHOP2 as the Reporter. AID 463254, 2010. USP2 core, Ub-CHOP2 coupled fluorogenic reporter, 485/531. actives 0.01% (n = 330,000). Potency, µM (doses to about 38.3 µM), for inactives: at the top dose activity change, negative = inhibition, actives largely listed as inhibitors. Ubiquitin carboxyl-terminal hydrolase 2 (Homo sapiens), O75604;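 also: potency is read from the fitted curve at half-maximal effect; plate controls were DMSO wells for no effect and full inhibition by NEM control for full effect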
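Cell-free coupled assay: 10nM USP2 core preincubated 30min RT with compound in Tris-HCl pH 8.0/CaCl2/CHAPS buffer, then 25nM Ub-CHOP2 and 25nM reporter substrate; fluorescence (Ex 485/Em 531) read after 60min RT, normalized to NEM inhibition, concentration-response curves fitted.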
S-ASM inh: Inhibitors of Secretory Acid Sphingomyelinase (S-ASM): qHTS | Sphingomyelin phosphodiesterase (Homo sapiens), P17405 | placental ASM, HMU-PC fluorogenic substrate, 60 min | Potency, µM (top dose mostly 57.5 µM), for the others: at the highest dose activity change, negative = inhibition, usual class: inhibitors | actives 0.006% (n = 340,000) | AID 504937, 2011; also: potency is read from the fitted curve at half-maximal effect
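HMU-PC0 cleavage (9 uM final) by human placental ASM, 60 min at 37 °C following 10 min compound exposure at RT; stopped at pH 10, fluorescence Ex 386/Em 447 nm.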
GALK inhibitor: qHTS Assay for Inhibitors of Human Galactokinase (GALK) | Purified GALK, Kinase-Glo residual ATP luminescence | Potency, µM (top dose mostly 57.5 µM), inactives show at the top dose activity change, negative = inhibition, actives largely listed as inhibitors | actives 0.007% (n = 270,000) | AID 1868, 2009; also: potency is read from the fitted curve at half-maximal effect; % is scaled to controls: 0 for no effect and ±100 for the full control effect
Target sequence (P51570 whole entry, looked up): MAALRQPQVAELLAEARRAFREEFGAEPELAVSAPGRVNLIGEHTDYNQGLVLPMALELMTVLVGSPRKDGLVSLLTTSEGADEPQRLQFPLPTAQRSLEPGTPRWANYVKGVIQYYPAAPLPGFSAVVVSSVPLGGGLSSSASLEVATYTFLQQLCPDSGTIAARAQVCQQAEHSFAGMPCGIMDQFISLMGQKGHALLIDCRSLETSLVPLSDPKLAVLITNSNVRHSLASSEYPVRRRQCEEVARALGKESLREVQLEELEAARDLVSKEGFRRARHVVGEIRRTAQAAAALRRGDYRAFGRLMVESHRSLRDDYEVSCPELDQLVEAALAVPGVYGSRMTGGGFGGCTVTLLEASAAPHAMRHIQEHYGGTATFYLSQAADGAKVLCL
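5 nM enzyme, 35 uM ATP, 100 uM galactose, 20 mM HEPES pH8.0, 5 mM MgCl2; 1 h RT; residual ATP by Kinase-Glo Plus luminescence, qHTS format.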
MBNL1 CUG block: qHTS Assay for Inhibitors of MBNL1-poly(CUG) RNA binding; Potency, µM (highest dose often 57.5 µM), inactives show top-dose activity change, negative = inhibition, actives largely listed as inhibitors; Muscleblind-like protein 1 (Homo sapiens), Q9NR56; TR-FRET MBNL1-His/biotin-(CUG)12 binding, 665/545 ratio; actives 0.036% (n = 280,000); active = well fitted inhibition curve with a large enough effect in the signal ratio, with a control signal flat, not every such curve was filed as active; inconclusive = small, poorly fitted or top-dose-only effect, or effect the other way, or a change in a side signal; inactive = no such curve, though single readings can be large or run the other way; the % refers to the signal ratio; also: potency is read from the fitted curve at half-maximal effect; % is scaled to controls: 0 for no effect and ±100 for the full control effect
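MBNL1-His + Biotin-(CUG)12, cpd titration 92 nM–58 uM; Tb anti-His Ab 0.055 ng/ul, SA-XL665 5 nM (final); 60 min RT; ratiometric 665/545 nm, Ex 340 nm; normalized to buffer and full-complex controls.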
TSHR antag: Antagonists of the Thyroid Stimulating Hormone Receptor: HTS campaign. Thyrotropin receptor (Homo sapiens), P16473. TSHR-expressing cells, TSH-stimulated cAMP HTRF, 2 h; hits give low values. activity change, negative = inhibition, % at 11.5 µM. actives 0.2% (n = 330,000);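 active = activity change below a set negative limit, meaning inhibition stronger than a set level, cut at about -70% in these data; inconclusive = activity change between two set negative limits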; also: % is scaled to controls: 0 for no effect and ±100 for the full control effect
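Competitive HTRF cAMP read-out (cryptate anti-cAMP antibody, cAMP-d2; 30 min, room temperature) in freshly harvested TSHR cells. Compounds added before TSH at EC80 (4nM final), followed by 2 hours' incubation at 37 deg C.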
Mito fusion act: qHTS Assay for Small Molecule Inhibitors of Mitochondrial Division or Activators of Mitochondrial Fusion; AID 485298, 2010; S. cerevisiae fusion-defective mutant growth rescue, CellTiterGlo 48 h; actives 0.23% (n = 320,000); Potency, µM (highest dose often 46.1 µM), for inactives: at the highest dose growth rescue (activation), hits mostly activators;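 also: potency is read from the fitted curve at half-maximal effect; % of control where 0% means no effect; nearly all actives have a fitted effect of over 45% in size; temperature-sensitive fusion mutants such as fzo1-1 at 37 °C on non-fermentable ethanol glycerol medium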
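Luminescent cell viability in 1536-well qHTS format served as the measure of rescued growth in ts fusion-mutant S. cerevisiae cultured on non-fermentable YPEG for 48 hours at 37C.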
Chronic BCR inh: qHTS Assay to Find Inhibitors of Chronic Active B-Cell Receptor Signaling. ABC-DLBCL IkBa-CBG/CBR reporter, luminescence ratio, 4 h. Potency, µM (doses to about 46.1 µM), for inactives: at the top dose ratio change, negative = lower green/red ratio, usual class: inhibitors. actives 0.05% (n = 340,000); active = well fitted inhibition curve with a large enough effect in the signal ratio, with a control signal flat, not every such curve was filed as active; inconclusive = small, poorly fitted or top-dose-only effect, or effect the other way, or a change in a side signal; the % refers to the signal ratio;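 also: potency is read from the fitted curve at half-maximal effect; plate controls were basal doxycycline-induced cells for no effect and cells given 10 µM MG132 for full effect; MG132 reads +100%, hits lower the ratio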
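Cell line TMD8 (human ABC DLBCL), stably expressing tet-inducible CBG68-IkBa fusion and CBR; IMDM/0.5% FBS; cpd up to 46 uM; dox induction, 4 h, 37C/5% CO2; dual luminescence; green/red ratio; MG132 control.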
Menin-MLL TR inh: qHTS Assay for Inhibitors Targeting the Menin-MLL Interaction in MLL Related Leukemias: Competition With Texas Red Labeled MLL-derived Mutant Peptide. actives 0.23% (n = 270,000). Menin + Texas Red MLL mutant peptide, fluorescence polarization. Potency, µM (top dose mostly 61.6 µM), without a hit: at the top dose FP activity change, negative = inhibition, actives largely listed as inhibitors. AID 1768, 2009; active = well fitted inhibition curve with a large enough effect in the polarisation, with a control signal flat, not every such curve was filed as active; inconclusive = small, poorly fitted or top-dose-only effect, or effect the other way, or a change in a side signal; inactive = no such curve, though single readings can be large or run the other way; the % refers to the polarisation; also: potency is read from the fitted curve at half-maximal effect; % of control where 0% means no effect; many of its hits are not listed in these tables
PKM2 activator: qHTS Assay for Activators of Human Muscle isoform 2 Pyruvate Kinase; Pyruvate kinase PKM (Homo sapiens), P14618; purified PKM2, Kinase-Glo ATP luminescence, activation; response scale: 0% is enzyme alone, no compound; Potency, µM (titrated, usually from 57.5 µM), inactives show at the highest dose activation, actives largely listed as activators; actives 0.34% (n = 260,000); also: potency is read from the fitted curve at half-maximal effect; % is scaled to controls: 0 for no effect and ±100 for the full control effect; nearly all actives have a fitted effect of over 55% in size
Target sequence (P14618 whole entry, looked up, canonical isoform): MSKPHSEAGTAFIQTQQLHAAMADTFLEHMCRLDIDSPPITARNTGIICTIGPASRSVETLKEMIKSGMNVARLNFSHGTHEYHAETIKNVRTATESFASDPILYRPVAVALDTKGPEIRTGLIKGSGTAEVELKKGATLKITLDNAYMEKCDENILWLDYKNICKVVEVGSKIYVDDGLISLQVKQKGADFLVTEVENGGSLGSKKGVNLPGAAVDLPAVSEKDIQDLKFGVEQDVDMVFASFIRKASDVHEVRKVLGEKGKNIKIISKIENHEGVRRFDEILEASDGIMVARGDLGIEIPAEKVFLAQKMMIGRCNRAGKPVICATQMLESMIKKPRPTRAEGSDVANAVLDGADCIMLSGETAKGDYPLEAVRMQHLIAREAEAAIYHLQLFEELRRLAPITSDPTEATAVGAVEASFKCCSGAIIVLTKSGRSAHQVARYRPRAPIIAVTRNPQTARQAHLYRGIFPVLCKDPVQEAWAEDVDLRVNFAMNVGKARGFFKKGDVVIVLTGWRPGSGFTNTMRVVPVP
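Kinase-Glo luminescence reports ATP generated from ADP (0.1 mM) and PEP (0.5 mM) by purified hPK-M2 after 1 h at room temperature, pH 7.2 imidazole buffer; intermediate enzyme activity allows detecting inhibitors and activators.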
Starred values were filed as active, the others as inactive; ? = inconclusive; · = not tested or not shown; [ ] = another dose, or the depositor's remark. Unless noted, calls follow the shape of the dose curve; as a rule, active = well fitted curve in the direction sought with a large enough effect; inconclusive = small, poorly fitted or top-dose-only effect, or another doubt; inactive = no such curve, though single readings can be large; an effect the other way counts as inactive or inconclusive. These rows are one share of the data; count on the stated rates, not on these rows.

SMILES	Eya2 phos inh	hERG WT inh	USP2a block	S-ASM inh	GALK inhibitor	MBNL1 CUG block	TSHR antag	Mito fusion act	Chronic BCR inh	Menin-MLL TR inh	PKM2 activator
COc1ccccc1Nc1nc(N)nc(-c2cc3ccccc3o2)n1	-7%	-3	0%	12%	1%	-1%	-24	1%	?	5%	-2%
COc1ccc(C(=O)c2cn[nH]c2-c2cc(Cl)ccc2O)cc1	1%	-11	-2%	-1%	6%	-10%	-9	13%	-3%	3%	0%
CCCOC(=O)C1=C(C)NC2=C(C(=O)CCC2)C1c1cccc(OC)c1OC (configuration not stated)	3%	4	0%	395%[activator]	4%	?	-25	4%	0%	-11%	3%
CCOC(=O)N1CCN(C(=O)/C(=C\c2ccc(SC)cc2)NC(=O)c2ccccc2)CC1	5%	1	0%	-3%	5%	3%	3	-1%	1%	·	-2%
Cc1ccc(-c2nnc(Nc3ccccc3)c3ccccc23)cc1S(=O)(=O)NCC1CCCO1 (configuration not stated)	-10%	4	1%	-1%	3%	20%	-5	-2%	?	-9%	1%
COc1ccc(NC(=O)COC(=O)Cn2cnc3ccccc32)cc1	1%	7	-10%	-18%	·	·	-6	·	-2%	·	·
CCCCCc1nnc(NC(=O)c2ccc3nc[nH]c3c2)s1	-16%	-8	-1%	-8%	·	·	-16	6%	?	·	·
Cc1ccc(OCc2nnc(SCC(=O)Nc3cccc4ccccc34)n2-c2ccccc2)cc1	5%	6	0%	-8%	0%	2%	14	29%	24%	-27%	-7%
O=C(Nc1cccc(Cl)c1)Nc1ccccc1C(=O)NCc1ccco1	-5%	-30	0%	-25%	0%	-6%	-2	2%	-6%	?	-11%
O=C(O)c1nn(Cc2ncc(-c3cccc(Cl)c3)o2)c(=O)c2ccccc12	?	-5	3%	-2%	0%	32%[activator]	11	-3%	-16%	?	-5%
CCC(C)(C)C1CCc2c(sc(N)c2C(N)=O)C1 (configuration not stated)	-7%	-11	6%	11%	-2%	-3%	2	18%	8%	0%	-1%
O=C(C1CC1)N1CCc2cc(S(=O)(=O)NCc3ccccc3)ccc21	8%	4	0%	2%	-5%	0%	8	6%	-2%	·	·
CC(C)(C)OC(=O)N1CCC(NC(=O)c2[nH]cnc2C(=O)N[C@@H](Cc2ccccc2)C(=O)OCc2ccccc2)CC1	-13%	-3	-18%	-16%	0%	7%	?	1%	?	10%	1%
CCOC(=O)c1c(C)[nH]c(C(C)=O)c1C	-9%	4	1%	0%	10%	-7%	16	-2%	-15%	3%	-1%
Cn1nc(-c2ccc(C(=O)NCCO)cc2)c2ccccc2c1=O	2%	-16	1%	0%	4%	-3%	20	2%	-15%	·	-13%
CCOc1ccc(NC(=O)Nc2ccc3c(c2)nnn3C)cc1	-9%	2	3%	-3%	3%	6%	-1	-7%	7%	15%	-3%
CCOCCSc1nnc2nc(C)cc(C)n12	3%	7	-1%	-1%	-3%	-4%	13	-2%	-3%	-3%	-8%
CC(=O)Nc1sc(NC(=O)c2ccco2)nc1-c1cccs1	2%	-3	4%	-3%	-1%	17%	-5	-9%	?	12%	1%
COC(=O)c1c(C)[nH]c(C(=O)C(C)OC(=O)C2CC2)c1C (configuration not stated)	12%	-3	1%	2%	·	·	-1	5%	3%	·	·
COc1ccccc1NC(=O)CSc1nccn1Cc1ccc(F)cc1	-5%	6	1%	-1%	3%	1%	3	4%	1%	·	0%
CCCCN(C(=O)c1ccc(N2CCCC2=O)cc1)c1c(N)n(CC(C)C)c(=O)[nH]c1=O	?	-8	3%	3%	·	·	25	-4%	2%	·	·
O=C(O)c1ccccc1CSc1nc2ccccc2n1Cc1ccccc1C(=O)O	-17%	-15	-1%	1%	-1%	-22%	7	?	3%	5%	0%
Cc1cccc(NC(=O)CSc2nnc(C)n2Cc2ccccc2)c1	5%	-3	4%	0%	-5%	4%	0	-3%	12%	5%	1%
CCCCCCSc1ccc([C@@H]2[C@@H]3C(=O)N(C)C(=O)[C@@H]3[C@]3(C(=O)OC)CCCCN23)cc1OC	-8%	-1	-4%	-13%	·	·	-2	?	6%	·	·
CCOC(=O)c1oc2ccccc2c1NC(=O)c1ccccc1OC	1%	-7	5%	-1%	-4%	3%	3	8%	0%	22%	3%
(further entries)
SMILES	Eya2 phos inh	hERG WT inh	USP2a block	S-ASM inh	GALK inhibitor	MBNL1 CUG block	TSHR antag	Mito fusion act	Chronic BCR inh	Menin-MLL TR inh	PKM2 activator
CCc1cc(=O)[nH]c(SCc2ccc(C)cc2)n1	-5%	-5	0%	2%	11%	-2%	-2	-1%	?	-11%	·
Cc1noc(NC(=O)c2ccc(Cl)c(Cl)c2)c1Cl	-23%	-4	3%	-3%	-2%	-4%	-15	8%	-12%	47%[activator]	-2%
CC(C)(C)NC(=O)C1CC(=O)OC1(C)C (configuration not stated)	-1%	7	-1%	0%	0%	-4%	8	5%	8%	22%	-1%
CC(NC(=O)c1ccc(F)cc1Cl)C1CC2CCC1C2 (configuration not stated)	3%	16	0%	-2%	13%	-2%	3	-3%	?	-18%	-6%
C=C(C)c1cccc(C(C)(C)NC(=O)N2CCCC2)c1	-3%	11	0%	3%	-1%	-27%	29	4%	-2%	-9%	-18%
Cc1ccc(S(=O)(=O)N(CC(O)CN2CCCCC2)c2ccccc2)cc1 (configuration not stated)	15%	24	0%	2%	2%	-19%	-3	-3%	-1%	6%[11.7 µM]	-4%
Cn1c(SCC(=O)c2ccc(F)cc2)ncc(C(=O)Nc2ccccc2)c1=O	6%	17	3%	6%	·	·	-6	9%	?	·	·
CCOC(=O)NC(=O)c1cn(Nc2ncc(C(F)(F)F)cc2Cl)c(=O)[nH]c1=O	9%	4	8%	1%	·	5%	-4	2%	13%	·	-36%
CCC(=O)Nc1nnc(S(=O)(=O)N(CC(C)C)c2ccccc2)s1	?	-2	-5%	-1%	·	9%	-4	20%	1%	44%[activator]	·
COc1cc(-c2noc(C)c2/C=C/c2ccc(OC(C)=O)cc2)cc(OC)c1OC	-4%	-1	1%	-24%	·	8%	-3	-2%	?	16%	0%
Cc1cccc(N/C=C/C(=C(C#N)C#N)N(C)C)c1	3%	-2	0%	-6%	0%	1%	-5	0%	?	5%	9%
CNC(=O)c1ccc(NC(=O)C2CCN(S(=O)(=O)c3cccc(C(F)(F)F)c3)CC2)cc1	0%	-22	-2%	-1%	·	·	2	0%	2%	·	·
CC(=O)Nc1cccc(C(=O)OCC(=O)c2ccc(S(=O)(=O)N3CCCCC3)cc2)c1	-27%	2	-1%	-3%	·	·	-9	-5%	-1%	·	·
CCOc1cc(S(=O)(=O)N(CC)CC)c(OCC)cc1-n1cnnn1	23%	-12	1%	-1%	-3%	9%	-5	2%	10%	-2%	0%
O=C(OCCCCN1C(=O)c2ccccc2C1=O)c1ccc(S(=O)(=O)N2CCCC2)cc1	-1%	3	3%	-3%	0%	5%	-5	8%	?	0%	-2%
COC(=O)c1ccc(Sc2ccc(F)cc2)c(N)c1	-14%	1	0%	138%[activator]	2%	23%	-4	-5%	?	4%	3%
COc1cc(NC(=O)Cc2ccc(F)cc2)cc(OC)c1OC	-4%	-4	-5%	-1%	-3%	5%	-8	-6%	-1%	16%	3%
CCOc1ccc(S(=O)(=O)N2CCC(C(=O)N3CCN(c4ccccc4)CC3)CC2)cc1	13%	20	0%	0%	-3%	?	16	6%	?	·	3%
COc1ccccc1C(=O)NCC(=O)OCC(=O)Nc1nnc(-c2ccccc2)o1	8%	4	3%	-4%	·	·	3	-1%	-18%	·	·
Fc1ccc(OCCCCCN2CCCC2)cc1	-7%	9	1%	0%	-1%	-2%	-13	-2%	1%	-27%	1%
O=C(COC(=O)c1ccc(O)cc1)Nc1ccc(S(=O)(=O)N2CCOCC2)cc1	5%	-3	3%	-1%	·	·	4	·	3%	·	·
